ERK AVP block – qHTS Assay for Inhibitors of the ERK Signaling Pathway using a Homogeneous Screening Assay; AID 995, 2007; Potency, µM (doses to about 57.5 µM), without a hit: at the highest dose activity, negative = inhibition, hits mostly inhibitors; HEK293-V1b, vasopressin-stimulated pERK AlphaScreen; hit rate 0.99% among 72,000; note: potency is the fitted concentration of half-maximal effect; % is set by controls: 0 for no effect and ±100 for the full control effect; nearly all actives have a fitted effect of over 55% in size
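HEK293 cells stably expressing V1b receptor, seeded overnight in 1% FBS, were treated with compounds for 30 min at 37C, then stimulated 5 min with 25 nM vasopressin; phospho-ERK read by AlphaScreen SureFire after lysis.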
4-MU autofl – qHTS Assay for Spectroscopic Profiling in 4-MU Spectral Region; max dye-equivalent concentration, M; hit rate 11% among 59,000; compound autofluorescence, 340/450 nm, 4-MU equivalents; stronger effect = higher value; in the data active = max dye-equivalent concentration above about 10 nM; inconclusive = mostly about 1.1 nM to 9.6 nM
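Intrinsic fluorescence at 340/450 nm (ex/em) was read after 15 min at room temperature in pH 8.0, 100 mM Tris. Each compound concentration expressed as 4-MU-equivalent concentration from a six-point 4-MU standard series on each plate.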
Luciferase inh – qHTS Assay for Inhibitors of Firefly Luciferase; Luciferin 4-monooxygenase (Photinus pyralis), P08659; purified firefly luciferase, luminescence, 8 min; Potency, µM (top dose mostly 57.1 µM), inactives show top-dose activity change, negative = inhibition, hits mostly inhibitors; hit rate 2.2% among 72,000; AID 411, 2009; note: potency is the fitted concentration of half-maximal effect; % is set by controls: 0 for no effect and ±100 for the full control effect; nearly all actives have a fitted effect of over 40% in size
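Here, luciferase activity is measured as luminescence following an 8 min room-temperature reaction at 10 uM ATP, pH 7.2. Every library sample is titrated.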
Tau filament bind – qHTS Assay for Tau Filament Binding; Microtubule-associated protein tau (Homo sapiens), P10636; recombinant tau filaments, thioflavin S fluorescence, 15 h; filaments grown with octadecylsulfate alongside compound; Potency, µM (series often up to 57.1 µM), for the others: at the highest dose activity change, negative = inhibition; hit rate 2% among 71,000; AID 596, 2007;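 note: potency is the fitted concentration of half-maximal effect; % is set by controls: 0 for no effect and ±100 for the full control effect; actives lower thioflavin S fluorescence by blocking filaments or displacing dye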
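ThS-based fibril read: tau 1 uM final, inducer ODS 30 uM final, 37 C for 15 h, ex 450/em 510 nm.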
Casp1 inh – qHTS Assay for Allosteric/Competitive Inhibitors of Caspase-1. P29466. Potency, µM (highest dose often 57.5 µM), without a hit: at the highest dose activity change, negative = inhibition, most hits filed as inhibitors. hit rate 0.03% among 75,000. Caspase-1 enzyme, Ac-WEHD-AFC fluorogenic rate. AID 900, 2007;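 note: potency is the fitted concentration of half-maximal effect; plate controls were vehicle for no effect and no substrate for full effect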
Target sequence (P29466 120-297 limits assumed): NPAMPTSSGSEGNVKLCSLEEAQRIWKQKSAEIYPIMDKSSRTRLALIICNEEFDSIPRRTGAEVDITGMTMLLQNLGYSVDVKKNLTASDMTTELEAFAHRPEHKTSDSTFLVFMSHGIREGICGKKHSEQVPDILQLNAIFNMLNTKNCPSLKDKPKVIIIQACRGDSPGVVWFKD
Target sequence (P29466 317-404 limits assumed): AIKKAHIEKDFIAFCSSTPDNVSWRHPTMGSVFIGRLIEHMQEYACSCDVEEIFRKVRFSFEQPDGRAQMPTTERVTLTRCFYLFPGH
Fluorescein fluor – qHTS Assay for Spectroscopic Profiling in Fluorescein Spectral Region; AID 593, 2007; hit rate 0.91% among 59,000; max fluorescein-equivalent concentration, M; Compound autofluorescence, 480/540 nm, fluorescein-equivalent; stronger effect = higher value; in the data active = max fluorescein-equivalent concentration above about 10 nM; inconclusive = between about 1.1 nM and that limit
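Tris 100 mM pH 8.0; 15 min RT; CCD read, ex 480/em 540 nm. Output: fluorescein-equivalent concentration per compound concentration, from six-point dye series on each plate.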
Rhodamine fluor – qHTS Assay for Spectroscopic Profiling in Rhodamine Spectral Region. Rhodamine-region fluorescence, 547/598 nm, Tris buffer; stronger effect = higher value. max dye-equivalent concentration, M. hit rate 0.05% among 59,000. AID 594, 2007; in the data active = max dye-equivalent concentration above about 11 nM; inconclusive = between about 1.1 nM and that limit
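Intrinsic compound fluorescence, ex 547 / em 598 nm, CCD imager. Tris 100 mM pH 8.0; 15 min RT. Output = rhodamine dye-equivalent concentration at each compound concentration.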
Caspase-7 inhib – qHTS Assay for Allosteric/Competitive Inhibitors of Caspase-7 | hit rate 0.02% among 75,000 | P55210 | Potency, µM (top dose mostly 57.5 µM), for inactives: top-dose activity change, negative = inhibition, hits mostly inhibitors | recombinant caspase-7, Ac-DEVD-AFC fluorescence rate | AID 889, 2007; active = well fitted inhibition curve with a large enough effect in the main read-out, with a control signal flat, not every such curve was filed as active; inconclusive = small, poorly fitted or top-dose-only effect, or a change in a side signal; note: potency is the fitted concentration of half-maximal effect; % of control where 0% means no effect
Target sequence (P55210 24-198 limits assumed): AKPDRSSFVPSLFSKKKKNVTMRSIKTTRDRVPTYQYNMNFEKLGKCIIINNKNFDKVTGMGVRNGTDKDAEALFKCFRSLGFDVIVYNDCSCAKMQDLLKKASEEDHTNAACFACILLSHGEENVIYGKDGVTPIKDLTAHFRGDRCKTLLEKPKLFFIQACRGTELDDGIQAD
Target sequence (P55210 207-303 limits assumed): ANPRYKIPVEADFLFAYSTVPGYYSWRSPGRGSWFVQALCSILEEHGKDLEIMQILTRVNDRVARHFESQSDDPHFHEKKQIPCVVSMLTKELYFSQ
A350 autofl – qHTS Assay for Spectroscopic Profiling in A350 Spectral Region; max dye-equivalent concentration, M; AID 590, 2007; Compound autofluorescence, 340/450 nm, Alexa 350 dye-equivalents; stronger effect = higher value; hit rate 11% among 59,000; in the data active = max dye-equivalent concentration above about 10 nM; inconclusive = mostly about 1.1 nM to 9.6 nM
HEK293 cAMP cs – qHTS Assay for Agonists of the Thyroid Stimulating Hormone Receptor: Activators of Intracellular cAMP Concentrations in Parental HEK 293. parental HEK293 CNG cAMP sensor, membrane potential fluorescence. Potency, µM (highest dose often 57.1 µM), inactives show top-dose activation, hits mostly activators. AID 938, 2007. hit rate 2.5% among 73,000; note: potency is the fitted concentration of half-maximal effect; % of control where 0% means no effect; nearly all actives have a fitted effect of over 55% in size
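Parental HEK 293 cells stably expressing a modified CNG channel (no TSHR) report cAMP rise as membrane depolarization. Membrane potential dye with 100 uM RO 20-1724 was loaded for 60 min at room temperature, then compound added for 30 min; fluorescence read at 590 nm.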
Texas Red fluor – qHTS Assay for Spectroscopic Profiling in Texas Red Spectral Region; AID 587, 2007; max dye-equivalent concentration, M; Compound fluorescence, Texas Red channel, 547/618 nm; stronger effect = higher value; hit rate 0.06% among 59,000; in the data active = max dye-equivalent concentration above about 10 nM; inconclusive = between about 1.1 nM and that limit
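Compound titrations in 100 mM Tris pH 8.0 were incubated 15 min at room temperature and read at 547 nm excitation / 618 nm emission. Texas Red six-point standard curve on each plate converted fluorescence to dye-equivalent concentration.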
* hit, by the source's call; i = inactive; u = inconclusive; x = no result given; [ ] = remark or other dose. Unless noted, calls come from the whole dose curve; as a rule, active = well fitted curve in the direction sought with a large enough effect; inconclusive = small, poorly fitted or top-dose-only effect, or another doubt; inactive = no such curve, though single readings can be large; an effect the other way counts as inactive or inconclusive. Only part of the results is shown; the hit share may differ from the screen's.

SMILES	ERK AVP block	4-MU autofl	Luciferase inh	Tau filament bind	Casp1 inh	Fluorescein fluor	Rhodamine fluor	Caspase-7 inhib	A350 autofl	HEK293 cAMP cs	Texas Red fluor
CCOC(=O)N/N=C1/C[C@@H](O)[C@@H](O)[C@@H]2[C@@H]3C(=O)N(Cc4ccccc4)C(=O)[C@H]3CC[C@H]12	9%[11.5 µM]	x	1%[11.4 µM]	x	-2%[11.5 µM]	x	x	1%[11.5 µM]	x	-5%[11.4 µM]	x
O=S(=O)(c1ccc(Nc2ccc3c(c2)OCO3)nc1)N1CCOCC1	2%	i	1%	-30%	3%	i	i	0%	i	-9%	i
O=c1[nH]c2ccccc2c2ccccc12	-25%	2e-07M*	0%	-6%	-1%	u	i	0%	1.8e-07M*	-9%	i
NC(CC(=O)OC1CCCCC1)C(=O)OC1CCCCC1 (stereo not given)	3%	i	-1%	-26%	0%	i	i	-2%	i	1%	i
O=C(O)c1cc(C(=O)O)nc(C(=O)O)c1	-7%[11.5 µM]	i	-4%[11.4 µM]	2%[11.4 µM]	3%[11.5 µM]	i	i	3%[11.5 µM]	i	u	i
O=C(c1ccc(CS(=O)(=O)c2ccc(Br)cc2)o1)N1CCN(c2ccccn2)CC1	-14%	x	6%	-9%	1%	x	x	-3%	x	22%	x
O=S(=O)(Nc1ccc(S(=O)(=O)N2CCCCC2)cc1)c1ccc(Br)s1	1%	i	0%	-6%	-4%	i	i	-5%	i	4%	i
CCOC(=O)CSc1nc2cc(C(=O)NCC3CCCO3)ccc2c(=O)n1Cc1ccco1 (stereo not given)	-2%	u	1%	44%	-1%	i	i	0%	u	14%	i
CCC(=O)N1CCN(c2ccc(NC(=O)c3cc4ccccc4o3)cc2Cl)CC1	32µM*	u	-8%	73%	-6%	i	i	-6%	i	u	i
COc1ccc(N2CCN(CCNC(=O)CCS(=O)(=O)c3cccc4nsnc34)CC2)cc1	-15%	i	-2%	u	-2%	i	i	0%	i	-3%	i
Cc1ccc(S(=O)(=O)N[C@@H]2COC(=O)C/C=C\[C@H](C)COC(=O)N[C@@H](C)C(=O)C/C=C\[C@H]2C)cc1	9%[11.5 µM]	x	2%[11.4 µM]	x	-1%[11.5 µM]	x	x	0%[11.5 µM]	x	u	x
CC(=O)N(CC1CCCO1)C1(C(=O)NC2CCCC2)CCCCC1 (stereo not given)	15%	i	1%	13%	0%	i	i	0%	i	21%	i
Cn1c(=O)[nH]c(=O)c2c1nc(N1CCCCCC1)n2CCSc1nc2ccccc2[nH]1	-27%	u	1%	0%	-2%	i	i	-4%	u	-4%	i
CCCCC(=O)N(c1ccc(C)c(C)c1)C1C=CS(=O)(=O)C1 (stereo not given)	-15%	i	3%	-6%	1%	i	i	2%	i	15%	i
Cc1nnc2n(Cc3ccccc3)c(=O)c3c4c(sc3n12)CN(Cc1ccccc1)CC4	x	u	2%[25.5 µM]	x	x	i	i	x	u	x	u
CNCC[C@H](Oc1ccccc1OC)c1ccccc1	21%	i	-2%	u	-1%	u	i	1%	i	20%[25.6 µM]	u
COc1cc(Cl)c(C)cc1NC(=O)CSC	-4%	i	1%	-8%	-1%	i	i	0%	i	17%	i
N#C/C(=C1/CCCCCN1)c1nnc2n1CCCCC2	16%	x	-2%	17%[11.4 µM]	-1%	x	x	1%	x	-2%[11.4 µM]	x
COc1ccccc1OCc1ccc(C(=O)Nc2ccncc2)o1	16µM*	i	-3%	-7%	1%	i	i	-1%	i	18%	i
O=C(O)c1cccc(C(=O)O)c1S(=O)Cc1ccccc1 (stereo not given)	2%[11.5 µM]	i	4%[11.4 µM]	4%[11.4 µM]	0%[11.5 µM]	i	i	1%[11.5 µM]	i	2%[11.4 µM]	i
O=C(NCC(c1cccnc1)N1CCN(c2ccc(F)cc2)CC1)c1ccc(F)cc1 (stereo not given)	11%	i	0%	-8%	0%	u	i	1%	i	20%	i
COC(=O)c1cc(-c2c(C)oc3cc(O)ccc3c2=O)c(C)o1	-7%	3.8e-07M*	1%	-13%	-4%	i	i	-1%	3.5e-07M*	-6%	i
CCn1c(SCC(=O)Nc2cc(NC(C)=O)ccc2OC)nnc1-c1ccccn1	-26%	i	-1%	-5%	-3%	i	i	0%	i	8%	i
O=C(COc1ccccc1)Nc1ccc(S(=O)(=O)NCc2ccco2)cc1	13%	i	-1%	2%	-3%	i	i	-2%	i	-5%	i
Cc1cc(C)c2cc(CN(CCO)C(=O)Nc3ccc(Cl)cc3)c(=O)[nH]c2c1	32µM*	i	-3%	87%	-4%	i	i	-10%	i	3%	i
CCOC(=O)CSc1nnc(CNC(=O)c2cc(OC)c(OC)c(OC)c2)n1C	-5%	i	2%	2%	1%	u	i	-1%	i	u	i
O=S(=O)(Cc1ccccc1)N1CCCC1	3%	x	1%	2%	1%	x	x	-1%	x	8%	x
CCn1cc(C(=O)N2CCN(C(=O)c3ccco3)CC2)c2cc(OC)c(OC)cc2c1=O	3%	i	2%	-10%	1%	i	i	1%	i	-5%	i
O=c1/c(=C/c2ccco2)sc2nc(-c3ccccc3Br)nn12	15%	i	-27%	-24%	-1%	u	i	-10%	i	-29%	u
Cn1c(=O)c2c(ncn2CC(O)CNc2ccc(Br)cc2)n(C)c1=O (stereo not given)	-26%	i	-2%	-15%	-3%	i	i	-6%	i	-12%	i
CS(=O)(=O)N1CCN(CC2CC3C=CC2C3)CC1 (stereo not given)	10%	i	-2%	5%	-2%	i	i	-2%	i	9%	i
Cc1ccc(Nc2nc(N)nc(CN3CCN(c4ccccc4F)CC3)n2)cc1	0%	i	2%	u	-1%	i	i	-3%	i	7%	i
Cc1cc(C)n2cc(CSC3=NCCS3)nc2n1	-3%	2.6e-08M*	-1%	0%	-4%	i	i	-2%	3.3e-08M*	1%	i
CCC(=O)N1CCN(C(=O)CC)C1c1ccccc1	12%	i	-2%	8%	3%	i	i	0%	i	0%	i
C=CCc1ccccc1OCC(O)CN(C(C)C)C(C)C (stereo not given)	18%	i	0%	-16%	1%	i	i	1%	i	16%	i
CC1(C)Cc2c(C#N)c(NCCN3CCOCC3)nc(-c3ccco3)c2CO1	x	1.5e-07M*	0%[25.5 µM]	x	x	i	i	x	1.8e-07M*	x	i
CC(C)C12CN3CC(C(C)C)(CN(C1)C3c1ccc3c(c1)OCO3)C2=O (stereo not given)	-4%	i	0%	0%	-2%	i	i	0%	i	u	u
O=c1n(-c2ccccc2)c(=O)n2n1CC[C@H]1/C(=N\OCc3ccccc3)[C@H]3O[C@@H]3[C@@H](O)[C@@H]12	5%[11.5 µM]	x	0%[11.4 µM]	x	0%[11.5 µM]	x	x	1%[11.5 µM]	x	2%[11.4 µM]	x
CN(C)c1ccc(-c2cc(NCc3cccnc3)ncn2)cc1	-15%	2.4e-07M*	-16%[2.29 µM]	-5%	-2%	i	i	-4%	2.6e-07M*	-16%	i
O=C(Nc1ccccc1N1CCN(c2ccccc2)CC1)c1cccc(F)c1	9%	i	2%	-4%	-4%	i	i	0%	i	4µM*	i

Ordered by the number under Luciferase inh (rising): three of the compounds above
compound	Luciferase inh
CC(C)C12CN3CC(C(C)C)(CN(C1)C3c1ccc3c(c1)OCO3)C2=O (stereo not given)	0%
CC(=O)N(CC1CCCO1)C1(C(=O)NC2CCCC2)CCCCC1 (stereo not given)	1%
CCCCC(=O)N(c1ccc(C)c(C)c1)C1C=CS(=O)(=O)C1 (stereo not given)	3%

Continued.
SMILES	ERK AVP block	4-MU autofl	Luciferase inh	Tau filament bind	Casp1 inh	Fluorescein fluor	Rhodamine fluor	Caspase-7 inhib	A350 autofl	HEK293 cAMP cs	Texas Red fluor
CCOC(=O)c1ccccc1NC(=O)Cn1cnc2c(cnn2-c2ccc(OC)cc2)c1=O	0%	i	3%	4%	-2%	i	i	-4%	i	5%	i
CCC(C)[C@H](NC(=O)Nc1cccc(OC)c1)C(=O)OC (stereo not given in full)	-9%	i	0%	0%	-2%	u	i	-1%	u	-1%	u
CC(C)Nc1nc(NC(C)C)nc(Oc2ccc(/C=N/O)cc2)n1	-14%	i	0%	12%	1%	i	i	-2%	i	-1%	i
CCCCCOc1ccccc1C(=O)NCCCC(=O)O	x	i	2%[25.5 µM]	x	x	i	i	x	i	x	i
O=C1C=C(Nc2nc(C(=O)O)cc(=O)[nH]2)c2ccccc2C1=O	4%[11.5 µM]	i	4%[11.4 µM]	15%[11.4 µM]	-8%[11.5 µM]	i	i	2%[11.5 µM]	i	2%[11.4 µM]	i
Cc1cccc(C(=O)NC2CCN(CC(=O)N3CCOCC3)CC2)c1	1%	i	-33%	-1%	1%	i	i	-1%	u	-10%	u

Source: PubChem
